G9a block – inhibitors of human histone lysine methyltransferase G9a; Q96KQ7; G9a H3K9 monomethylation, AlphaScreen, 2 h; Potency, µM (doses to about 102 µM), for the others: top-dose activity, negative = inhibition, most hits filed as inhibitors; actives 8.8% (n = 350,000); AID 504332; note: % is set by controls: 0 for no effect and ±100 for the full control effect; nearly all actives have a fitted effect of over 75% in size
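Methyltransferase reactions run at room temperature for 2 h (20 nM enzyme, 500 nM biotin-H3K9 peptide, 20 uM SAM) after a 15 min compound preincubation; product detected by AlphaScreen beads and anti-H3K9me1 antibody.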
HP1b binding inh – inhibitors of HP1-beta chromodomain binding to methylated histone tails | AlphaScreen HP1-beta / biotin-H3K9me3 peptide binding | Potency, µM (highest dose often 114 µM), without a hit: at the top dose activity change, negative = inhibition, usual class: inhibitors | AID 540317 | P83916 | actives 0.56% (n = 390,000); note: nearly all actives have a fitted effect of over 70% in size; inactives centre near 23
Target sequence (P83916 whole entry, looked up): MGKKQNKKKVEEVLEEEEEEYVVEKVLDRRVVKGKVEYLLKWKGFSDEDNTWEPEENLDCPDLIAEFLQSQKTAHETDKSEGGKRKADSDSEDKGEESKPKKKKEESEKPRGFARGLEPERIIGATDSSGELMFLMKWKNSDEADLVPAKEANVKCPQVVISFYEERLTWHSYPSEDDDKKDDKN
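Compound inhibition of the preformed complex between 50 nM HP1-beta and 50 nM biotinylated H3K9me3 peptide was read by AlphaScreen. Buffer was PBS pH 7.4 with 0.01% Tween-20. Incubations ran 30 min at room temperature, with 10 ug/mL donor/acceptor beads.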
JMJD2A Tudor inh – blocks the human JMJD2A Tudor domain. AID 504339. AlphaScreen JMJD2A-Tudor / H3K4me3 peptide binding. actives 4.4% (n = 390,000). Potency, µM (highest dose often 114 µM), inactives show at the top dose activity change, negative = inhibition, hits mostly inhibitors; note: % is set by controls: 0 for no effect and ±100 for the full control effect; nearly all actives have a fitted effect of over 50% in size
GLS inhibitor – blocks human kidney-isoform glutaminase activity; O94925; GLS enzymatic activity, qHTS titration; Potency, µM (doses to about 45.5 µM), inactives show top-dose activity change, negative = inhibition, hits mostly inhibitors; actives 0.21% (n = 410,000); note: % is set by controls: 0 for no effect and ±100 for the full control effect
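Two-point fluorescence kinetic (t0, 30 min RT) for hKGA; glutamate detected via glutamate oxidase–HRP–Amplex Red. Substrate: 1 mM L-glutamine solution; buffer 45 mM KH2PO4, pH 8.2.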
POLI inh – blocks human DNA polymerase iota activity; Pol iota fluorescent replication assay, 10 min; Potency, µM (highest dose often 115 µM), inactives show top-dose activity, negative = inhibition, usual class: inhibitors; actives 1% (n = 390,000); AID 588590
Target sequence (Q9UNA4 whole entry, looked up): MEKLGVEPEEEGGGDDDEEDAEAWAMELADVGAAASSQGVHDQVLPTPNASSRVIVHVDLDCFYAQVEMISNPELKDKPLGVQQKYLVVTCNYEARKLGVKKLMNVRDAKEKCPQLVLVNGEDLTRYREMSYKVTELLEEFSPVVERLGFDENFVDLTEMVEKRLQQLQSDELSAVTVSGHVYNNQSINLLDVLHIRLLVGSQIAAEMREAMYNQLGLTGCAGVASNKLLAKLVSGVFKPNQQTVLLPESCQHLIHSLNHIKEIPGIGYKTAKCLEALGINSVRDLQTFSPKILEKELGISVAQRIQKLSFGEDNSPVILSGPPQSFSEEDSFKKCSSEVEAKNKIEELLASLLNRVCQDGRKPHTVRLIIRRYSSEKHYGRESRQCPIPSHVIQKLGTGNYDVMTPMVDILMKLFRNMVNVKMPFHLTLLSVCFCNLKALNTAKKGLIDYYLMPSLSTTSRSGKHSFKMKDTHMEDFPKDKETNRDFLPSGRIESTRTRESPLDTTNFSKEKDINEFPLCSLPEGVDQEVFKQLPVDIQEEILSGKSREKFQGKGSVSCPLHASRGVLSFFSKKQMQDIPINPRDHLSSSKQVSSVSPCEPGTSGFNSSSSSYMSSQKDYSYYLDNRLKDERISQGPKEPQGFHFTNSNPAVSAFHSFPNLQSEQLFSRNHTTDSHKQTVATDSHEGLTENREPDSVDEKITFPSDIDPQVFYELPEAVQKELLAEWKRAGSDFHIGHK
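Fluorescent replication assay read twice, at 0 min and 10 min after adding 50 nM (final) substrate. Enzyme (10 nM) and compounds were first incubated 15 min at room temperature; enzyme-free buffer wells were negative controls.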
BLM inh – Bloom syndrome helicase (human) inhibition; P54132; recombinant BLM DNA unwinding, fluorescence dequenching; Potency, µM (top dose mostly 56.1 µM), for the others: at the top dose activity change, negative = inhibition, most hits filed as inhibitors; actives 0.2% (n = 350,000);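 note: plate controls were vehicle for no effect and no enzyme for full effect; nearly all actives have a fitted effect of over 35% in size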
Pin1 inh – inhibitors of human Pin1; Q13526; Pin1 FP peptide displacement, HiFluor488, 10 min; Potency, µM (series often up to 115 µM), without a hit: top-dose activity, negative = inhibition, actives largely listed as inhibitors; actives 0.009% (n = 390,000); active = well fitted inhibition curve with a large enough effect in the polarisation, with a control signal flat, not every such curve was filed as active; inconclusive = small, poorly fitted or top-dose-only effect, or effect the other way, or a change in a side signal; inactive = no such curve, though single readings can be large or run the other way; the % refers to the polarisation; note: % is set by controls: 0 for no effect and ±100 for the full control effect
Target sequence (Q13526 whole entry, looked up): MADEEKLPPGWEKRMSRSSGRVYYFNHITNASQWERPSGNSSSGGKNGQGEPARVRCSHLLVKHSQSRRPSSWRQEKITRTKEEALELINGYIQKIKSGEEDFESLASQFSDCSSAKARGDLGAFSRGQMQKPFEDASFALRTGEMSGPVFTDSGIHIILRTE
PGK inhibitor – T. brucei PGK inhibition; Potency, µM (titrated, usually from 57.5 µM), inactives show top-dose activity change, negative = inhibition, most hits filed as inhibitors; actives 0.043% (n = 380,000); PGK/GAPDH coupled, Kinase-Glo luminescence, 60 min; P07378; AID 602233; note: % is set by controls: 0 for no effect and ±100 for the full control effect; nearly all actives have a fitted effect of over 60% in size
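Luminescent ATP detection (Kinase-Glo Plus) follows a 60-minute room-temperature incubation, with wells lacking PGK as controls. Buffer: 100 mM TEA (pH 7.6), 5 mM MgCl2, 0.01% Tween-20. Coupling enzyme GAPDH (100 nM final) supplies unstable 1,3-BPG in-well.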
BAZ2B inh – BAZ2B (human) inhibition; Q9UIF8; AlphaScreen BAZ2B-H3K14Ac peptide displacement; Potency, µM (top dose mostly 114 µM), without a hit: at the highest dose activity change, negative = inhibition, most hits filed as inhibitors; actives 4.4% (n = 360,000); AID 504333; note: % is set by controls: 0 for no effect and ±100 for the full control effect; nearly all actives have a fitted effect of over 60% in size
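BAZ2B (50 nM) with biotin-H3(5-23)K14Ac peptide (50 nM) in PBS pH 7.4, 0.01% Tween-20, preformed 30 min, then compound 30 min at room temperature; top concentration 110uM. AlphaScreen streptavidin donor/nickel chelate acceptor beads (10 ug/mL final), 20 min dark, signal read.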
Starred values were filed as active, the others as inactive; i = inactive; ? = inconclusive; · = not tested or not shown; [ ] = dose if it differs, or a comment. Unless noted, calls come from the whole dose curve; as a rule, active = well fitted curve in the direction sought with a large enough effect; inconclusive = small, poorly fitted or top-dose-only effect, or another doubt; inactive = no such curve, though single readings can be large; an effect the other way counts as inactive or inconclusive. Potency is the fitted concentration of half-maximal effect.

SMILES	G9a block	HP1b binding inh	JMJD2A Tudor inh	GLS inhibitor	POLI inh	BLM inh	Pin1 inh	PGK inhibitor	BAZ2B inh
Cc1ccc(NC(=O)CSc2nc3c(c(=O)[nH]2)CN(Cc2ccccc2)CC3)cc1Cl	-7%[59 µM]	16%	-23%	-1%	12%	-8%	38%[activator]	-9%	-4%
CCN(CC(=O)NC1CCS(=O)(=O)C1)S(=O)(=O)c1ccc(Br)cc1 (centres undefined)	·	39%	-33%	-7%	10%	·	-5%	-5%	·
COc1ccc(NC(=O)CCNS(=O)(=O)c2cccc3nsnc23)c(OC)c1	15%	7%	4%	-2%	26%	-4%	45%[activator]	i	-2%
O=C(NCCCO)/C(=C\c1ccco1)NC(=O)c1ccc(Br)o1	28µM*	32%	-12%	-6%	17%	-1%	1%	0%	-2%
COc1ccc(S(=O)(=O)NCC(c2ccco2)N2CCN(c3ccccc3F)CC2)cc1C (centres undefined)	1%[59 µM]	26%	-9%	2%	-1%	-6%	0%	i	1%
O=[N+]([O-])c1ccc(N2CCN(S(=O)(=O)c3ccc(Cl)cc3)CC2)cc1NCC1CCCO1 (centres undefined)	-12%[0.501 µM]	-5%	-27%	6%	-10%[58.9 µM]	-3%	2%	0%	?
Cc1ccc(S(=O)(=O)N2CCN(Cc3ccco3)CC2)c(C)c1	·	25%[57 µM]	-19%	41%[activator]	45%[activator]	2%	1%	8%	-23%
Cc1ccc(C)c(NC(=O)CN(Cc2ccccc2)S(=O)(=O)c2ccc3nc(C)sc3c2)c1	19%[59 µM]	24%	-16%	13%	-6%	0%	1%	10%	-12%
COc1ccc(-c2cc(-c3ccc(O)cc3)nc(N)c2C#N)cc1OC	2%	72%[activator]	13%	-10%	9%	2%	?	6%	-34%
CCOC(=O)C1=C(COC(=O)c2ccccc2[N+](=O)[O-])NC(=O)NC1C (centres undefined)	-31%	12%	-1%	-9%	?	·	-1%	-5%	-3%
N#Cc1ccccc1OCC(=O)N1CCN(c2ccccc2)CC1	2%[59 µM]	35%	-5%	45%[activator]	15%	-1%	5%	-5%	2%
Cc1c(C(=O)Nc2nccs2)oc2ccc(F)cc12	4%[12.7 µM]	27%	-15%	-2%	-10%	·	0%	-1%	-3%

Fetched by structure from the list above, 6 records:
SMILES	G9a block	HP1b binding inh	JMJD2A Tudor inh	GLS inhibitor	POLI inh	BLM inh	Pin1 inh	PGK inhibitor	BAZ2B inh
Cc1ccc(S(=O)(=O)N2CCN(Cc3ccco3)CC2)c(C)c1	·	25%[57 µM]	-19%	41%[activator]	45%[activator]	2%	1%	8%	-23%
COc1ccc(S(=O)(=O)NCC(c2ccco2)N2CCN(c3ccccc3F)CC2)cc1C (centres undefined)	1%[59 µM]	26%	-9%	2%	-1%	-6%	0%	i	1%
CCN(CC(=O)NC1CCS(=O)(=O)C1)S(=O)(=O)c1ccc(Br)cc1 (centres undefined)	·	39%	-33%	-7%	10%	·	-5%	-5%	·
N#Cc1ccccc1OCC(=O)N1CCN(c2ccccc2)CC1	2%[59 µM]	35%	-5%	45%[activator]	15%	-1%	5%	-5%	2%
COc1ccc(NC(=O)CCNS(=O)(=O)c2cccc3nsnc23)c(OC)c1	15%	7%	4%	-2%	26%	-4%	45%[activator]	i	-2%
Cc1ccc(NC(=O)CSc2nc3c(c(=O)[nH]2)CN(Cc2ccccc2)CC3)cc1Cl	-7%[59 µM]	16%	-23%	-1%	12%	-8%	38%[activator]	-9%	-4%

(further entries)
SMILES	G9a block	HP1b binding inh	JMJD2A Tudor inh	GLS inhibitor	POLI inh	BLM inh	Pin1 inh	PGK inhibitor	BAZ2B inh
O=C(NC1CCSC1=O)c1ccc(Oc2ccc(F)cc2)nc1 (centres undefined)	22%[59 µM]	-14%	-4%	3%	15%	-1%	-2%	i	6%
CCOC(=O)c1cc(-c2ccc(N3CCOCC3)cc2)nn1-c1ccccc1	-8%	-17%	-34%	14%	0%	-7%	0%	-8%	?
C/C(Cc1ccccc1)=N\NC(=O)c1ccc(F)cc1	39%[59 µM]	41%[activator]	-13%	9%	49%[activator]	-6%	2%	i	-3%
O=C(NC(Cc1ccccc1)C(=O)N1CCN(S(=O)(=O)c2ccccc2)CC1)c1ccccc1 (centres undefined)	·	16%	-17%	10%	2%	·	-3%	-3%	·
CC(=O)N/C(=C\c1ccccc1)C(=O)OCC(=O)NC1CCCC1	?	39%	-11%	1%	-4%	3%	-4%	i	-4%
COc1ccc(CN2C(=O)C(NC(=O)c3cccc(C)c3)(C(F)(F)F)N=C2c2ccccc2)cc1 (centres undefined)	5%[59 µM]	8%	-25%	-4%	?	-12%	39%[activator]	i	-28%
O=C(Cn1cc([N+](=O)[O-])ccc1=O)NC1CCCCC1	17%[12.7 µM]	27%	-7%	1%	-16%	·	-11%	-7%	7%
CN(C)/C=N/c1ncnc2c1cnn2-c1ccc(C(F)(F)F)cn1	22%[59 µM]	49%	5%	11%	13%	-13%	2%	-6%	-7%
N#Cc1ccc(C(=O)NC23CC4CC(CC(C4)C2)C3)cc1	-3%	19%	-9%	-11%	83%[activator]	-3%	3%	-6%	-7%
COc1ccc(C(C(=O)NC2CCCC2)N(C(=O)c2snc(C(N)=O)c2N)C2CCCC2)cc1OC (centres undefined)	8%	21%	-16%	-1%	26%	-4%	0%	-7%	-9%
COc1cc(C(=O)Nc2sc3c(c2C(=O)O)CCC3)cc(OC)c1OC	?	?	-29%	12%	-23%	-1%	1%	-5%	-16%
Cc1cc(N2C(=O)CCC2=O)ccc1NC(=O)c1cccs1	7%	56%[activator]	-1%[11.4 µM]	-6%	4%	2%	1%	0%	-27%
Cc1ccc(SCCC(=O)Nc2ccccc2C(=O)NC(C)C)cc1	?	47%[activator]	-1%	6%	15%	3%	9%	-4%	10%
C#CCOc1ccc(/C=C2/C(=O)ON=C2C)cc1Br	35µM*	8%	-9%	4%	54%[activator]	-3%	-7%	i	-5%
Fc1ccc(-n2c(Cc3ccccc3)nnc2SCc2nc(-c3cccs3)no2)cc1	-17%[12.7 µM]	22%	-28%	13%	24%	-11%	11%	-8%	-15%
Cc1ncc(CSCC(=O)Nc2cc(C(F)(F)F)ccc2Cl)c(CO)c1O	1%	33%	-4%	33%[activator]	1%	0%	-4%	3%	-2%
O=C(c1ccco1)N1CCC(c2nc(-c3ccc(F)cc3)no2)CC1	1%	18%	-5%	7%	9%	-3%	-1%	-1%	-39%
COc1ccc(C(=O)Cc2cc3cccc(OC)c3oc2=O)cc1	18%[2.33 µM]	17%	-7%	-1%	1%	-3%	3%	-1%	0%
COc1ccc(-c2nnc(SCCOc3ccccc3C)o2)cc1OC	-35%[59 µM]	49%[activator]	-4%	0%	16%	-3%	12%	i	0%
CCN1CCC(CNCc2cn(-c3ccc(OC)cc3)nc2-c2ccccc2Cl)C1 (centres undefined)	·	20%	-19%	3%	-26%	-4%	20%	-6%	-3%
COc1ccc(Cn2ccn(CC(=O)Nc3cc(C)ccc3C)c(=O)c2=O)cc1	-6%[59 µM]	22%	-12%	6%	-5%	-3%	1%	-5%	-17%
Cn1cnnc1SCCNS(=O)(=O)c1cccc([N+](=O)[O-])c1	28%	19%	-18%	4%	11%	0%	0%	-4%	-4%
CC(=O)Nc1sc(N/N=C\c2ccccc2Cl)nc1-c1cccs1	-22%[59 µM]	-3%	?	-6%	21%	3%	8%	-7%	15%
CCCN=C1N(CC)C[C@@H]2[C@@H]3C(=O)N(Cc4ccccc4)C(=O)[C@@H]3[C@](Cc3ccccc3)(C(=O)OC)N12	·	44%[activator]	-32%	-3%	-1%	·	-8%	-6%	·
CCCCOc1ccc(CSCCN)cc1Cl	2%	16%	-21%	0%	13%	-6%	1%	-5%	-16%
CCOC(=O)c1ccoc1CSCC(=O)N1CCN(S(=O)(=O)c2ccc(C)cc2)CC1	-18%	9%	-19%	11%	0%	3%	-12%	i	12%
CN(C)CCn1nnnc1SCC1=C(C(=O)O)N2C(=O)[C@@H](NC(=O)Cc3csc(N)n3)[C@H]2SC1	16µM*	29%	56µM*	-1%	14µM*	·	?	-6%	50µM*
CN(C)/C=N/NC(=O)c1ccc(Cl)cc1	7%	32%	-22%[11.4 µM]	-3%	192%[activator]	1%	-1%	-9%	-17%
COC(=O)Cc1c(C)c2ccc(O)c(CN3CCCC(C)C3)c2oc1=O (centres undefined)	15%[59 µM]	25%	-2%	23%	1%	-1%	7%	-1%	?
Cc1ccc(C2(CCN)CCOC(C(C)C)C2)cc1 (centres undefined)	9%	32%	-22%	1%	7%	0%	0%	-9%	14%
CN(C)CCNC(=O)c1ccc2c(c1)NC(=O)C(CS(=O)(=O)Cc1cccc(Br)c1)N2 (centres undefined)	?	?	?	-22%	-1%	4%	-2%	-5%	?
COC(=O)c1sccc1NC(=O)Nc1ccc(C)cc1	·	10%	-14%	3%	-15%	-1%	0%	?	0%
O=C(O)c1cccc(OCc2ccccc2Cl)c1	-6%[59 µM]	24%	-15%	4%	-6%	2%	3%	0%	-23%
CCOC(CCNC(=O)c1cn(CC(C)C)c(=O)c2c1c1ccccc1n2C)OCC	8%	62%[activator]	-16%	-1%	54%[activator]	-4%	-1%	-4%	1%
CCOC(=O)c1cc(-c2ccc(F)cc2)n(CC(=O)NCc2ccc(OC)cc2)c1C	8%[59 µM]	23%	-16%	-7%	31%[activator]	2%	3%	i	6%
CC1(C(=O)OCC(=O)NNC(=O)COc2ccc(Cl)cc2)CC1(Cl)Cl (centres undefined)	7%[0.501 µM]	29%	-24%	3%	16%	·	0%	1%	-5%
O=c1cc(-c2cccc3ccccc23)[nH][nH]1	-11%[59 µM]	12%	-26%	27%	-1%	4%	-6%	i	-7%
CC(NC(=O)C1CCN(S(=O)(=O)N2CCCCCC2)CC1)c1ccccc1 (centres undefined)	-43%	21%	-1%	5%	4%[58.9 µM]	-2%	-2%	4%	-22%
CN(C)c1ccc(C(CNC(=O)c2ccccc2F)N2CCc3ccccc32)cc1 (centres undefined)	?	?	10µM*	32%[activator]	7%	-10%	-7%	-9%	16µM*
CCC(C)Sc1cccc(-c2nc3ccccn3c2NCc2ccccc2)c1 (centres undefined)	·	65%[activator]	-30%	19%	?	·	1%	-8%	·

High-throughput results (PubChem BioAssay)

An excerpt, so the mix of outcomes need not match the whole.
